High-throughput results (PubChem BioAssay)
FBW7 activator: human FBW7 E3 ligase activation, primary screen | Q969H0 | AlphaScreen FBW7–phospho-cyclin E peptide binding, activator screen | normalized activity (activation), % at 26.1 µM | hit rate 0.13% among 650,000; in the data active = normalized activity above about 1.9%;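 note: purified mutant Fbw7 with reduced substrate affinity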
Target sequence (Q969H0 whole entry, looked up): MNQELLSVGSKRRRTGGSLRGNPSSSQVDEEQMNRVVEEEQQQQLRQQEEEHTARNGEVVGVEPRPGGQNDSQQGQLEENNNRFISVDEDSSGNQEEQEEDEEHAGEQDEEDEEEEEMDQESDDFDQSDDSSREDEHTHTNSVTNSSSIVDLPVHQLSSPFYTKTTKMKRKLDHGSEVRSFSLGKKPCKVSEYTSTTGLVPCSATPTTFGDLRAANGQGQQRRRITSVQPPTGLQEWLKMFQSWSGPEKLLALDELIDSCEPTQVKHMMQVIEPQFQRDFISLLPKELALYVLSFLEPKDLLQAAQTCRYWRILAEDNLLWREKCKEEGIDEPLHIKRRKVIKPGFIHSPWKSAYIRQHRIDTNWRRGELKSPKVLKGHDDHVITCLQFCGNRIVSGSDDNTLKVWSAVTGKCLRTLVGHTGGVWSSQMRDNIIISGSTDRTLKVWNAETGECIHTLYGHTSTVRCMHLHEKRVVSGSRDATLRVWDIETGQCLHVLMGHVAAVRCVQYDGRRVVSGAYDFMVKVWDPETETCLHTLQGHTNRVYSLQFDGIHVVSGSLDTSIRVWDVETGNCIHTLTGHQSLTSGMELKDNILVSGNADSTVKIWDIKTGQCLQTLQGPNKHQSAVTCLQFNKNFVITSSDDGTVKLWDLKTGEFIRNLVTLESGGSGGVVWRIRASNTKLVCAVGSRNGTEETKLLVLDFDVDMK
TEAD-YAP inh: TEAD-YAP interaction inhibition; HEK-TIYL cells, TEAD-Gal4/YAP UAS-luciferase luminescence; inhibition, % at 9.12 µM; hit rate 1.4% among 640,000; in the data active = inhibition above about 32%;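 note: 0% = median of test compound wells and 100% = reference inhibitor wells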
MITF primary: human MITF inhibition, primary screen. inhibition, % at 2.6 µM. O75030. hit rate 0.91% among 650,000. AlphaScreen MITF homodimerization, bead proximity signal; in the data active = inhibition above about 50%;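 note: 0% = vehicle wells with protein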
GPR151 ag: activators of human GPR151 | Q8TDV0 | PathHunter beta-arrestin GPR151 cells, luminescence | activation, % at 11.2 µM | hit rate 1% among 650,000; in the data active = activation above about 4.9%;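 note: 0% = median of compound wells and 100% = cells with positive control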
Target sequence (Q8TDV0 whole entry, looked up): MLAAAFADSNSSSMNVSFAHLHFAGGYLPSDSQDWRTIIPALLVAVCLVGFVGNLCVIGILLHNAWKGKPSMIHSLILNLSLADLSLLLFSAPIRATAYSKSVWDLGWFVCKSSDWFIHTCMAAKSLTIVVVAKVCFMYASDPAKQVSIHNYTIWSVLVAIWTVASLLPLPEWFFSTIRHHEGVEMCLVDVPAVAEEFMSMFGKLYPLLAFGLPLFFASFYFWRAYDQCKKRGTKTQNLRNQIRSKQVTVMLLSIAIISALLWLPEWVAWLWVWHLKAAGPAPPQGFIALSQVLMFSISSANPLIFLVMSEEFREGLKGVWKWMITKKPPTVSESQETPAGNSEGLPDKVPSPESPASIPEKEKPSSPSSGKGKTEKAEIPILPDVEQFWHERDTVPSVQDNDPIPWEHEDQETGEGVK
* marks the source's active call; other numbers are inactive results; & = joins results of further samples.

SMILES	FBW7 activator	TEAD-YAP inh	MITF primary	GPR151 ag
CCOc1ccc2nc(SCC(=O)Nc3ccc(Cl)c(C(=O)O)c3)sc2c1	0.9	-5.7	22.9	-0.9
COc1ccc(CCN(Cc2ccccn2)C(=S)Nc2ccccc2C)cc1OC	0.0	-10.3	8.6	0.5
Cc1cc(OC(C)C)nc(N2CCOCC2)n1	0.0	-2.0	3.4	-1.7
Cc1c(NC(=O)c2ccc(Br)o2)cccc1[N+](=O)[O-]	0.2	-19.8	0.8	0.8
CC(C)N(CCNC(=O)c1cnc(NCc2cccnc2)s1)C(C)C	0.0	0.9	1.4	-1.4
CCC(C)NC(=O)c1ccc2c(=O)[nH]c3c(C(=O)NC(C)C)sc(=S)n3c2c1 (centres undefined)	0.2	7.0	13.1	-0.6
CNC(=O)c1c(C)nc(SCC(=O)Nc2ccc(C)c(C)c2)c(C#N)c1-c1ccco1	-0.1	-7.3	3.0	-2.7
CCCOC(=O)c1ccc(Nc2c(C(=O)OCC)cnc3c(C)cc(C)cc23)cc1	0.7	-2.5	20.1	1.8
O=C(CSc1cn(Cc2ccc(Cl)cc2)c2ccccc12)Nc1nc2ccccc2s1	-0.1	-17.4	5.5	-0.2
C#CCN1C(=O)S/C(=C/c2cc(Cl)c(OCC(=O)O)c(OCC)c2)C1=O	0.2	10.4	19.0	-1.4
COCCNC(=O)CCc1c(C)nc2c(-c3ccc(F)cc3)c(C)nn2c1C	0.0	1.6	3.4	1.5
COc1cc(CNS(=O)(=O)c2ccc(F)cc2)cc(OC)c1OC	1.3	11.7	-4.1	-0.7
CC(C)C(=O)N1CCC2(CC1)NC(=O)c1cccnc1N2C	0.1	-4.3	-3.0	0.7
Cc1nc2c(OCc3ccccc3)cccn2c1CC#N	-0.1&-0.1	-2.8	12.6&-15.0	-1.2&3.1
Cc1csc(CC(=O)c2c(C)cc(O)cc2O)n1	-0.2	5.8	-2.4	-0.7
COc1cc(OC)nc(Oc2ccccc2C(=O)N[C@@H](C)C(=O)OC(C)(C)C)n1	0.2	8.6	7.5	0.7
COc1ccc(NC(=O)CC(c2ccccc2)c2ccc(C)cc2O)cc1 (centres undefined)	-0.1	11.8	-5.4	-0.2
Cc1cccc(C)c1NC1=NC(=S)N(c2ccccc2)C12CCC(C(C)(C)C)CC2 (centres undefined)	0.0	-8.6	-1.8	-0.6
O=C1CC(Cc2ccccc2)C(=O)N1c1ccc2ccccc2n1 (centres undefined)	0.0	6.3	-1.5	0.7
Cc1ccc(CN(CC(=O)N2CCN(c3ccccc3)CC2)S(=O)(=O)c2ccc(C)cc2)cc1	-0.2	2.2	-3.5	0.5
Cc1cc(C(=O)Nc2nc3ccccc3s2)c2ccccc2n1	0.0	-1.6	-4.1	-0.4
CN(C)C(=O)Cn1nc(-c2cccc(-n3cccc3)c2)oc1=O	0.3	6.3	9.9	-0.8
O=C(Nc1ccccc1)c1cc(S(=O)(=O)Nc2ccc(I)cc2)c(Cl)cc1Cl	0.1	1.8	-2.4	0.8
CC(C)(C)n1nc2c(c1NC(=O)c1cccc(F)c1)CS(=O)C2 (centres undefined)	0.0	1.8	2.3	0.1
COc1ccc(S(=O)(=O)N2CCOC2CNC(=O)C(=O)NCC(C)C)cc1 (centres undefined)	0.1	7.6	-4.6	0.0

A draw from above in order of heavy-atom count, highest first.
SMILES	FBW7 activator	TEAD-YAP inh	MITF primary	GPR151 ag
Cc1ccc(CN(CC(=O)N2CCN(c3ccccc3)CC2)S(=O)(=O)c2ccc(C)cc2)cc1	-0.2	2.2	-3.5	0.5
Cc1cccc(C)c1NC1=NC(=S)N(c2ccccc2)C12CCC(C(C)(C)C)CC2 (centres undefined)	0.0	-8.6	-1.8	-0.6
Cc1csc(CC(=O)c2c(C)cc(O)cc2O)n1	-0.2	5.8	-2.4	-0.7

As entered above:
In MITF primary, CCC(C)NC(=O)c1ccc2c(=O)[nH]c3c(C(=O)NC(C)C)sc(=S)n3c2c1 (centres undefined) has 13.1
In FBW7 activator, COc1cc(CNS(=O)(=O)c2ccc(F)cc2)cc(OC)c1OC has 1.3

The main list resumes with the 2 entries that preceded the break.
SMILES	FBW7 activator	TEAD-YAP inh	MITF primary	GPR151 ag
CC(C)(C)n1nc2c(c1NC(=O)c1cccc(F)c1)CS(=O)C2 (centres undefined)	0.0	1.8	2.3	0.1
COc1ccc(S(=O)(=O)N2CCOC2CNC(=O)C(=O)NCC(C)C)cc1 (centres undefined)	0.1	7.6	-4.6	0.0
COc1ccccc1CNC(=O)c1ccc(N2CC3CC(C2)c2cccc(=O)n2C3)c(NC(=O)c2cccs2)c1 (centres undefined)	0.1	5.1	7.8	2.1
CCOC(=O)CNC(=O)N1CCC(CN2CCc3ccccc3C2)CC1	0.1	0.2	-9.1	-2.8
COC(=O)c1cn(CC(=O)NC(C)(C)C)c2ccccc12	0.2	9.8	2.8	2.4
c1csc(-c2cn3ccc4ccccc4c3n2)c1	2.5*	-30.5	4.0	-6.1
Cc1cccc(CSCc2nnc(NC(=O)/C=C/c3ccccc3)s2)c1	0.0	-11.7	-21.9	-0.5
COc1cccc(Cn2c(=O)n(Cc3ccc(F)cc3)c(=O)c3cccnc32)c1	-0.1	-7.3	-3.3	1.6
O=C(O)Cc1nc(-c2cccnc2)sc1-c1ccc(Br)cc1	-0.1	-1.5	15.7	0.8
CC1CCCN(C(=O)C2(NC(=O)Nc3cccc(F)c3)CCCCC2)C1 (centres undefined)	-0.3	-3.8	-7.7	1.3
CCOc1ccc(/C=C/c2nc3cc(-c4ccccc4)ccc3o2)cc1	0.0	-2.1	9.6	1.6
CCNC(=O)C(CCSC)NC(=O)COc1ccccc1 (centres undefined)	0.0	2.1	0.8	0.9
CCn1c(=O)c2ccccc2n2c(SCC(=O)N3CCCC(C)C3)nnc12 (centres undefined)	0.3	4.0	12.1	1.9
COc1ccccc1C(=O)N/C(=C\c1ccc([N+](=O)[O-])cc1)C(=O)Nc1cccc(F)c1	-0.2	2.3	-10.7	-0.1
CC1CCN(c2nc(-c3ccc(Br)cc3)cs2)CC1	-0.3	-6.3	-9.8	-0.3
CCOc1ccc(N2CC(NC(=O)N3CCc4ccccc4C3)CC2=O)cc1 (centres undefined)	0.0	11.3	10.0	1.0
O=C(O)COc1ccc(S(=O)(=O)NC2CCCCC2)cc1Cl	-0.2	-6.3	-11.1	0.3
O=C1CC(N2CCOCC2)C(=O)N1c1ccc2c(c1)OCO2 (centres undefined)	0.3	-5.4	-7.7	0.4
CCOC(=O)c1cnc2c(C)cc(C)cc2c1NCCCCCO	0.4	-2.6	8.3	-2.1
CCCc1nnc(NCc2ccc(Cl)cc2)s1	0.1	-30.5	7.3	-0.8
O=C(NNC(=S)NCC1CCCO1)C1c2ccccc2Oc2ccccc21 (centres undefined)	0.2	9.4	20.6	2.5
CCCc1[nH]n(-c2ccc([N+](=O)[O-])cc2)c(=O)c1C=NC1CC1	-0.2	-2.5	-17.2	-6.2
COc1ccc(-c2nnc3sc(NC(=O)c4cccc(F)c4)nn23)cc1	-0.1	-2.3	0.0	-2.7
Cc1nn(C(=O)c2ccc(Br)cc2)c(C)c1Sc1ccc(Cl)cc1	0.0	-1.4	14.2	-0.8
Cc1cccc(C(=O)Nc2ccccc2C(=O)OCC(=O)Nc2ccc3c(c2)OCCO3)c1	-0.1	-17.5	5.8	-0.7
COc1ccc(-c2nc(Nc3ccc(NC(C)=O)cc3)c3[nH]cnc3n2)cc1	0.4	-9.6	-1.7	1.0
NC(=O)c1ccccc1Nc1cc(Oc2ccccc2F)ncc1C(F)(F)F	-0.4	-1.4	-1.8	3.0

Continuation.
SMILES	FBW7 activator	TEAD-YAP inh	MITF primary	GPR151 ag
O=C(NCCc1ccc(Cl)cc1)C1CCC(Cn2c(=S)[nH]c3ccsc3c2=O)CC1 (centres undefined)	0.9	-5.3	4.3	-1.4
COc1ccccc1C(=O)N1CCC(C(=O)NC(c2ccc(F)cc2)c2ccccn2)CC1 (centres undefined)	-0.4	0.5	12.9	-0.4
COc1ccc(NC(C)=O)cc1NC(=O)COc1ccc(C(=O)c2ccccc2)cc1	0.3	3.9	10.6	-1.3
Cc1nccn1-c1ccc(NC(=O)C2CCCN(Cc3ccoc3)C2)cc1 (centres undefined)	0.1	1.4	0.2	-0.6
COc1ccc(OC)c(C2C(C(=O)Nc3ccc(Br)cn3)=C(C)NC3=C2C(=O)CCC3)c1 (centres undefined)	0.0	0.5	0.9	0.1
N#CC1C(=S)NC2=C(C1c1ccc(Cl)cc1Cl)N1CCC2CC1 (centres undefined)	-0.2	-1.2	-6.5	4.7
CCOCCCNc1nc(C)nc2c1nnn2Cc1ccccc1Cl	-0.1	-4.3	3.8	0.2
Cc1nc2ccccc2c2oc(C(=O)NCCC(C)C)cc12	0.1	15.2	0.0	0.1
CC1(C)CC(=O)C2=C(C1)Nc1cc(C(=O)c3ccccc3)ccc1NC2c1ccccc1 (centres undefined)	0.1	13.3	14.8	0.5
COCCNC(=O)CN(C(=O)c1snc(C(N)=O)c1N)c1ccccc1F	-0.1	-12.9	-0.8	0.6
O=C(CN1C(=O)NC2(CCCCCC2)C1=O)Nc1ccc(F)c(F)c1F	-0.1	8.2	0.4	1.2
O=[N+]([O-])c1cc(S(=O)(=O)N2CCOCC2)ccc1-n1nnc2ccccc21	0.2	-4.5	7.9	2.4
O=C(O)CCC(=O)OC/C=C/c1ccccc1	0.1	9.0	19.2	0.0
O=C(NCc1ccc(Cl)cc1)N1c2ccccc2Sc2ccccc21	0.1	-4.8	13.9	-1.8
CCOC(=O)c1ccc(NC(=O)C2CCCN(c3nnc(N4CCCC4=O)s3)C2)cc1 (centres undefined)	0.5	1.9	12.1	-2.3
NC(C(=O)Nc1ccc(-c2ccnc3[nH]ccc23)cc1)c1ccc(F)cc1F (centres undefined)	0.1	7.5	8.3	-0.6
CC(C)N(C(C)C)S(=O)(=O)c1ccc(NCC2CCCCC2)nc1	-0.1	3.6	-6.7	0.4
CCOc1ccc(C(=O)Nc2cccc(-c3nc4cc(C)cc(C)c4o3)c2)cc1Cl	0.1	-1.7	7.4	0.9
CCNC(=O)Nc1cc(C)nn1-c1nc2c(c(=O)[nH]1)CCCC2	-1.2	19.8	20.2	1.6
O=C(NC1CCCc2c1cnn2-c1ccc(F)cc1F)c1csnn1 (centres undefined)	-0.1	-9.7	-3.4	0.9
CC(C)[C@@H]1NC(=O)[C@@H]2C[C@H](NCc3nc4ccccc4s3)CN2C1=O	-0.1	3.5	16.3	-2.0
Cc1ccc(C)c(N2CCN(C(=O)CCn3c(=S)[nH]c4cc5c(cc4c3=O)OCO5)CC2)c1	0.4	2.4	-17.9	2.6
CC(C)C(=O)NC(N1CCCC1)C(Cl)(Cl)Cl (centres undefined)	0.1	4.5	3.6	1.2
Cc1sccc1/C=N/NC(=O)C1CC1	0.5	-12.6	2.2	0.1
Nn1c(SCC(=O)Nc2ccc(OCc3ccccc3)cc2)nnc1-c1ccco1	-0.3	0.0	6.0	5.0*

(next part)
SMILES	FBW7 activator	TEAD-YAP inh	MITF primary	GPR151 ag
CC(=O)c1cccc(-c2ccc(C(=O)NC3CC3)s2)c1	0.0	20.4	2.0	-3.3
O=C(O)CNC(c1ccccc1)c1cc(Br)ccc1NC(=O)c1ccccc1 (centres undefined)	0.2	-0.6	-1.0	0.0
CCN(CC)S(=O)(=O)c1ccc(Sc2nccn2C)c([N+](=O)[O-])c1	0.0	0.7	12.2	1.0
NC(CSCc1ccccc1Cl)C(=O)O (centres undefined)	-0.2	-0.8	0.8	1.7
CCOc1cc(/C=C2/SC(=S)NC2=O)ccc1O	-0.1	4.6	13.3	1.5
CCn1c(SCC(=O)N2CCCC2)nc2cccnc21	0.2	8.2	11.0	2.5
CCCSc1nnc(CNC(=O)COc2ccc(Cl)cc2Cl)n1-c1c(CC)cccc1CC	0.1	8.1	8.6	2.8
Cc1ccccc1CSc1nc2ccccc2c(=O)n1CC1CCC(C(=O)NCc2ccco2)CC1 (centres undefined)	0.2	7.8	7.2	0.4
COc1cccc(CC2=NOC(C(=O)N3CC[C@@H]4CCCC[C@H]4C3)C2)c1 (some centres undefined)	-0.1	-4.5	-1.4	2.7
Cc1ccc(-c2cc(-c3ccc(Cl)cc3)c(C#N)c(SCC(=O)C34CC5CC(CC(C5)C3)C4)n2)cc1	0.0	-4.1	-11.9	-0.4
N#Cc1ccc(C(=O)OCC(=O)c2cccc(Br)c2)cc1	-0.2	-23.6	3.0	-0.2
O=C(Cc1nnc(NC(=O)c2ccccc2)s1)N/N=C\c1ccccc1O	0.0	-7.1	24.7	-0.2
N#CC1=C2Sc3ccccc3N2CCCC1=O	0.0	4.9	-4.6	1.7
Cc1cc2ncn(CC(O)COc3ccc(N)cc3)c2cc1C (centres undefined)	0.1	-3.8	-4.9	1.9
CCOc1ccccc1CN1CCN(Cc2cccc(SC)c2)CC1CCO (centres undefined)	-0.1	-13.0	-3.4	0.7
CCCC(=O)N=c1sc2c(C)ccc(OC)c2n1C	-0.1	3.6	4.9	-0.5
COc1ccccc1NC(=O)Nc1ccc(SC#N)cc1	0.1	-21.5	13.1	-1.0
Cc1c(NC(=O)CN2CC(=O)Nc3ccccc32)c(=O)n(-c2ccccc2)n1C	0.0	-5.8	-3.1	1.5
CCCn1c(-c2ccc[nH]c2=O)nc2ccccc21	0.1	-1.7	2.8	0.8

5 consecutive entries already listed, quoted:
SMILES	FBW7 activator	TEAD-YAP inh	MITF primary	GPR151 ag
Cc1ccc(-c2cc(-c3ccc(Cl)cc3)c(C#N)c(SCC(=O)C34CC5CC(CC(C5)C3)C4)n2)cc1	0.0	-4.1	-11.9	-0.4
N#Cc1ccc(C(=O)OCC(=O)c2cccc(Br)c2)cc1	-0.2	-23.6	3.0	-0.2
O=C(Cc1nnc(NC(=O)c2ccccc2)s1)N/N=C\c1ccccc1O	0.0	-7.1	24.7	-0.2
N#CC1=C2Sc3ccccc3N2CCCC1=O	0.0	4.9	-4.6	1.7
Cc1cc2ncn(CC(O)COc3ccc(N)cc3)c2cc1C (centres undefined)	0.1	-3.8	-4.9	1.9
